High-throughput results deposited in PubChem by National Center for Advancing Translational Sciences (NCATS).
Pf Dd2 inh: qHTS Primary assay for Inhibitors of Plasmodium falciparum Dd2 growth in vitro; P. falciparum Dd2 growth, SYBR Green, 72 h; Potency, µM (highest dose often 28.9 µM), for the others: top-dose activity, negative = inhibition, usual class: inhibitors; 120,000 compounds, 4.3% hits; active = well fitted inhibition curve with a large enough effect; inconclusive = small, poorly fitted or top-dose-only effect; inactive = no such curve, though single readings can be large or run the other way;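 note: plate controls were DMSO vehicle for no effect and reference drug for full effect; nearly all actives have a fitted effect of over 65% in size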
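Readout: SYBR Green fluorescence, 485 nm excitation, 535 nm emission, after ~16 h lysis at 37C. Before that, Dd2-infected red cells (2.5% hematocrit) grew 72 h with compound, 29 uM top final concentration.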
Active calls of the source: *; [ ] = dose if it differs, or a comment. Potency is the fitted concentration of half-maximal effect.

Results for Cc1ccc(OC(=O)c2cc(-c3ccc4c(c3)OCCO4)on2)cc1C ?
Pf Dd2 inh: 14%

How did Cn1cc(-c2cn(C)c(=O)n3cc(CNc4ccccc4)nc23)cn1 do in these assays?
Pf Dd2 inh: -2%[44.1 µM]

Results for Cc1ccc2nc3n(c2c1)[C@@H](CNCc1ccc2c(c1)OCO2)COC3 ?
Pf Dd2 inh: inconclusive

What do the screens show for `CC1(C)CC(=O)c2cc(-c3nc(-c4ccc(Cl)cc4)cs3)c(=O)n(-c3ccc(F)cc3)c2C1`?
Pf Dd2 inh: 2%

Results for O=C(c1ccc(F)cc1)N1CCCCCC1c1nnc(-c2ccccc2)o1 (stereo unspecified) ?
Pf Dd2 inh: inconclusive

How did CN(CCc1ccccn1)[C@@H]1[C@H](O)[C@H](CO)O[C@@H]1CN(Cc1ccc(F)cc1)Cc1ccc(F)cc1 do in these assays?
Pf Dd2 inh: inconclusive

How did O=C(CCn1ccn2nc3c(c2c1=O)CCCC3)Nc1ccc(Cl)c(C(F)(F)F)c1 do in these assays?
Pf Dd2 inh: inactive

How did O=C(Cc1cccc(F)c1)N1CCCC(Cc2nncn2-c2ccccc2)C1 (stereo unspecified) do in these assays?
Pf Dd2 inh: inactive

Results for COCCOC1CCOC2(CCN(C(=O)NCc3ccc(C)cc3)CC2)C1 (stereo unspecified) ?
Pf Dd2 inh: -21%

Results for CC(C)(C)c1ccc(C(=O)Nc2c(C(=O)c3ccc(F)cc3)oc3ccccc23)cc1 ?
Pf Dd2 inh: 8.9µM*

What do the screens show for `COc1ccc(N2CCN(c3ncnc4onc(C)c34)CC2)cc1`?
Pf Dd2 inh: -4%

What do the screens show for `CC(=O)c1cccc(NS(=O)(=O)c2c(C)nc3sc(C)cn3c2=O)c1`?
Pf Dd2 inh: 0%

What do the screens show for `Cc1cc2cc(-c3c(C)noc3C)nc(Nc3ccc(F)cc3)c2o1`?
Pf Dd2 inh: inconclusive

What do the screens show for `CCO[C@H]1C[C@@H](O)C12CCN(C(=O)c1c(-c3ccccc3)ccnc1C)CC2`?
Pf Dd2 inh: -15%

Results for CCC1c2nccn2CCCN1C(=O)CCn1nc(C)cc1C (stereo unspecified) ?
Pf Dd2 inh: 17%

How did N#Cc1cccc(NC(=S)N[C@H]2CO[C@H]3[C@@H]2OC[C@@H]3n2nnnc2Oc2cccc(N3CCOCC3)c2)c1 do in these assays?
Pf Dd2 inh: 8.9µM*

How did CCOc1ccc(CC(=O)N2CCC[C@H]2c2nc(-c3ccccc3)no2)cc1OCC do in these assays?
Pf Dd2 inh: -32%

What do the screens show for `Cc1cccc(OC[C@H]2C[C@@H](NC(=O)c3cc(C)n(C)n3)[C@H](O)[C@@H]2O)n1`?
Pf Dd2 inh: -10%[44.1 µM]

How did c1ccc(CCCc2noc(-c3ccc(NCc4ccccn4)nc3)n2)cc1 do in these assays?
Pf Dd2 inh: inconclusive

What do the screens show for `Cc1occc1C(=O)N1C[C@@H](CO)[C@H](c2ccccn2)C1`?
Pf Dd2 inh: 14%

Results for O=C(Cn1c(=O)n(Cc2cccs2)c(=O)c2cccnc21)Nc1ccc(F)cc1 ?
Pf Dd2 inh: inconclusive

What do the screens show for `CN1C[C@@H](NC(=O)c2ccccc2)C[C@H]1c1nc(-c2ccc(F)cc2)no1`?
Pf Dd2 inh: inconclusive

What do the screens show for `C=CCn1cc(-c2c(-c3ccccc3)ncn2CCCC2CCOC2)cn1` (stereo unspecified)?
Pf Dd2 inh: -6%

How did O=C(C1CC1)N1CCn2c(nn(-c3ccncc3)c2=O)C1 do in these assays?
Pf Dd2 inh: 18%[44.1 µM]

Compounds above containing a furan ring, fused or not, in the order listed:
Results for CC(C)(C)c1ccc(C(=O)Nc2c(C(=O)c3ccc(F)cc3)oc3ccccc23)cc1 ?
Pf Dd2 inh: 8.9µM*

What do the screens show for `Cc1cc2cc(-c3c(C)noc3C)nc(Nc3ccc(F)cc3)c2o1`?
Pf Dd2 inh: inconclusive

What do the screens show for `Cc1occc1C(=O)N1C[C@@H](CO)[C@H](c2ccccn2)C1`?
Pf Dd2 inh: 14%

Other records follow:
How did COc1ccccc1-c1cn2c(n1)CO[C@@H](CNCc1cccnc1)C2 do in these assays?
Pf Dd2 inh: inconclusive

Results for COc1ccc(C2Cn3nnc(-c4nc(-c5ccc(F)c(Br)c5)no4)c3CO2)cc1 (stereo unspecified) ?
Pf Dd2 inh: inconclusive

How did Cc1ccc(-c2noc([C@@H]3Cc4nc[nH]c4CN3Cc3ccc(N(C)C)cc3)n2)cc1 do in these assays?
Pf Dd2 inh: inactive

How did Cc1cc(C)c2c(-n3cccc3)c(C(=O)NCc3cccc(F)c3)sc2n1 do in these assays?
Pf Dd2 inh: -29%

How did O=C1NC2(CCN([S+](=O)([O-])c3cccc(C(F)(F)F)c3)C2)Oc2ccccc21 (stereo unspecified) do in these assays?
Pf Dd2 inh: -8%

Results for O=C(CCCc1ccccc1)N1C[C@@H](CO)[C@H](c2ccccn2)C1 ?
Pf Dd2 inh: 0%

What do the screens show for `Cc1ccc2nc(/C(C#N)=C/c3ccc(-c4ccc(F)cc4F)o3)[nH]c2c1`?
Pf Dd2 inh: -23%

What do the screens show for `C[C@]1(CO)[C@H]2Cc3sc(NC(=O)c4ccnc(Cl)c4)nc3[C@@H](CC(=O)O)[C@]2(C)CC[C@H]1O`?
Pf Dd2 inh: inconclusive

What do the screens show for `COCCN1CCCCCC(O)c2cc(C(=O)N3CCN(c4ccc(F)cc4)CC3)ccc21` (stereo unspecified)?
Pf Dd2 inh: inconclusive

Results for CCC(CC)NC(=O)C1CCc2nc(N3CCN(C(=O)C(C)C)CC3)sc2C1 (stereo unspecified) ?
Pf Dd2 inh: inconclusive

What do the screens show for `COCCCNc1nc2c(c(=O)n(Cc3ccccc3)c(=O)n2C)n1C`?
Pf Dd2 inh: -7%

Results for CCn1c(C2CCN(C(=O)CCc3ccccc3OC)CC2)nn(C)c1=O ?
Pf Dd2 inh: 7%

How did O=C(c1ccc[nH]1)N1CCCC(n2cc(-c3nc(C4CC4)no3)nn2)C1 (stereo unspecified) do in these assays?
Pf Dd2 inh: -1%

Results for Cc1ccccc1NC(=O)c1cc2ccccc2o1 ?
Pf Dd2 inh: 14%

Results for COc1ccc(C(=O)NC(C)C(=O)N2CCN(c3ccccn3)CC2)cc1F (stereo unspecified) ?
Pf Dd2 inh: inactive

How did N#Cc1cccc(NC(=S)N[C@H]2CO[C@H]3[C@@H]2OC[C@@H]3n2cc(-c3ccccn3)nn2)c1 do in these assays?
Pf Dd2 inh: inactive

What do the screens show for `Cc1cc(C)c(CNC(=O)c2cc(-c3ccc(CN(C)C)cc3)cc3ncn(C)c23)c(=O)[nH]1`?
Pf Dd2 inh: -18%

What do the screens show for `Cc1sc2ncn(CC(=O)Nc3ccc(C(C)C)cc3)c(=O)c2c1S(=O)(=O)N1CCN(c2ncccn2)CC1`?
Pf Dd2 inh: -16%

How did Cc1nn(-c2ccccc2[N+](=O)[O-])c(C)c1[C@@H]1C=C[C@@H](NCc2ccco2)C1 do in these assays?
Pf Dd2 inh: 11µM*

What do the screens show for `CCCn1cc(CNC(=O)c2cn(CCN)nn2)cn1`?
Pf Dd2 inh: -10%

Results for Cc1oc(-c2cccc(Cl)c2)nc1CN1CCC(C(=O)NCCCN2CCN(c3ccc(F)cc3)CC2)CC1 ?
Pf Dd2 inh: 5.6µM*

How did CC(C)CCNC(=O)c1ccc(NC(=O)N2CCCCc3ccccc32)cc1 do in these assays?
Pf Dd2 inh: 34%[activator]

Results for Cc1ccc(NC(=O)Cn2nc(C(=O)Nc3ccc(C)cc3)ccc2=O)cc1 ?
Pf Dd2 inh: 13%

Results for CC1(C)[C@H](Cc2cc(CC3CCCCC3)on2)C[C@@H]1NS(C)(=O)=O ?
Pf Dd2 inh: inconclusive

Results for C[S+](=O)([O-])c1ccc(-c2cc3c(cn2)CN(Cc2ccccc2)CCN3)cc1 ?
Pf Dd2 inh: inactive

What do the screens show for `COc1ccccc1N1CCN(C(=O)C2N(C(C)C)C(=O)C23CCCC3)CC1` (stereo unspecified)?
Pf Dd2 inh: -3%

Results for Cc1noc(C)c1S(=O)(=O)N[C@@H]1C[C@H](Cn2cc(C3CC3)nn2)[C@@H](O)[C@H]1O ?
Pf Dd2 inh: -5%[44.1 µM]

What do the screens show for `CC(C)N1C[C@H](O)C[C@H]1c1nnc2n1CCN(C(=O)Cn1c(=O)oc3ccccc31)C2`?
Pf Dd2 inh: 17%

What do the screens show for `O=C(Nc1cccc(F)c1)N1CCC(n2cnnc2C2CC2)C1` (stereo unspecified)?
Pf Dd2 inh: -6%

What do the screens show for `Cc1ccc(C2Cn3cnc(C(=O)N4CCC(C(=O)NCc5ccc(F)cc5)CC4)c3CO2)cc1` (stereo unspecified)?
Pf Dd2 inh: inactive

How did COc1ccc(-n2nc(C3CCN(Cc4ccc(OC(F)(F)F)cc4)CC3)[nH]c2=O)cc1 do in these assays?
Pf Dd2 inh: inactive

How did COc1cccc(CNC(=O)NCc2noc3ccc(C)cc23)c1 do in these assays?
Pf Dd2 inh: 7%

How did Cc1cc(C(=O)NCc2ccc(F)cc2)c2c(C3CCNC3)noc2n1 (stereo unspecified) do in these assays?
Pf Dd2 inh: 15%

What do the screens show for `COCCN1CCCCCC(O)c2cc(C(=O)N(C)CCCc3c(C)nn(C)c3C)ccc21` (stereo unspecified)?
Pf Dd2 inh: -7%

Results for COc1ccc(C)cc1C(=O)N1CCc2onc(-c3ccccc3F)c2C1 ?
Pf Dd2 inh: inconclusive

What do the screens show for `O=C(CC[C@H]1NC(=O)c2ccccc2NC1=O)NCCn1cnc2ccccc21`?
Pf Dd2 inh: -5%

Results for Cn1c(CN2CCOCC2)nnc1C1CCCN(C(=O)CNC(N)=O)C1 (stereo unspecified) ?
Pf Dd2 inh: 15%

How did CCOc1ccc(N(C(C)C(=O)NCCSc2ccc(Cl)cc2)S(C)(=O)=O)cc1 (stereo unspecified) do in these assays?
Pf Dd2 inh: inactive

How did Cc1nc2c(c(=O)[nH]1)CCN(CC1(O)CNCCOC1)CC2 (stereo unspecified) do in these assays?
Pf Dd2 inh: 0%

What do the screens show for `CCCSc1ncc(Cl)c(C(=O)Nc2c(C(=O)Nc3ccc(C)cc3)oc3ccccc23)n1`?
Pf Dd2 inh: inconclusive

Results for CC1=C[C@@H](CN2CCC(CO)CC2)[C@H](C(C)C)C[C@H]1Cc1nnc(-c2cccnc2)o1 ?
Pf Dd2 inh: inconclusive

What do the screens show for `CCc1cccc(NC(=O)CCS(=O)(=O)c2ccc(C)cc2)c1`?
Pf Dd2 inh: 48%[activator]

How did Cc1nc2ccccc2n1CCC(=O)N1C[C@@H](C)[C@](O)(C(C)C)C1 do in these assays?
Pf Dd2 inh: 4%

Results for CCCNC(=O)N1CCCCC1c1nc(C2CC2)n[nH]1 (stereo unspecified) ?
Pf Dd2 inh: 14%

Results for COc1ccc(-c2cc(OC(=O)c3ccccc3)c3c(C)oc(C)c3c(=O)c2)cc1OC ?
Pf Dd2 inh: inconclusive

Results for Cc1cc(C[C@@H]2COC[C@@H]2NC(=O)CN2C(=O)NC(=O)C2(C)C)on1 ?
Pf Dd2 inh: 5%

How did C[C@@H]1CN(C(=O)CNS(=O)(=O)c2cccs2)C[C@@]1(O)C1CC1 do in these assays?
Pf Dd2 inh: 2%

What do the screens show for `CN(Cc1cccnc1)c1ccc2ncc(Nc3ccc(C(F)(F)F)cc3)n2n1`?
Pf Dd2 inh: inconclusive

7 entries picked at random from those above:
How did CCOc1ccc(N(C(C)C(=O)NCCSc2ccc(Cl)cc2)S(C)(=O)=O)cc1 (stereo unspecified) do in these assays?
Pf Dd2 inh: inactive

What do the screens show for `CCCSc1ncc(Cl)c(C(=O)Nc2c(C(=O)Nc3ccc(C)cc3)oc3ccccc23)n1`?
Pf Dd2 inh: inconclusive

How did Cc1nc2c(c(=O)[nH]1)CCN(CC1(O)CNCCOC1)CC2 (stereo unspecified) do in these assays?
Pf Dd2 inh: 0%

Results for CC1=C[C@@H](CN2CCC(CO)CC2)[C@H](C(C)C)C[C@H]1Cc1nnc(-c2cccnc2)o1 ?
Pf Dd2 inh: inconclusive

Results for COc1ccc(-c2cc(OC(=O)c3ccccc3)c3c(C)oc(C)c3c(=O)c2)cc1OC ?
Pf Dd2 inh: inconclusive

Results for Cc1cc(C[C@@H]2COC[C@@H]2NC(=O)CN2C(=O)NC(=O)C2(C)C)on1 ?
Pf Dd2 inh: 5%

Results for Cn1c(CN2CCOCC2)nnc1C1CCCN(C(=O)CNC(N)=O)C1 (stereo unspecified) ?
Pf Dd2 inh: 15%

Continuation:
Results for COCCNc1ncc(-c2ccc(SC)cc2)c2c1OCC2 ?
Pf Dd2 inh: inactive

How did Cc1ccc(S(=O)(=O)n2nc(-c3ccco3)nc2NCc2ccc(N(C)C)cc2)cc1 do in these assays?
Pf Dd2 inh: inconclusive

What do the screens show for `CC1CCCN(Cc2c(O)ccc3c(=O)c(Oc4ccc(C(C)(C)C)cc4)c(C(F)(F)F)oc23)C1` (stereo unspecified)?
Pf Dd2 inh: 0.32µM*

Results for CCOC(=O)c1ccccc1NC(=O)c1cc2c(=O)oc3ccc(C)cc3c2s1 ?
Pf Dd2 inh: 36%[activator]

Results for O=C1NCCOCCCN(C(=O)NCCc2ccccc2)[C@H]2CCCC[C@@H]12 ?
Pf Dd2 inh: 48%[activator]

How did CCOc1ccccc1NC(=O)C(C)N(c1ccccc1)S(C)(=O)=O (stereo unspecified) do in these assays?
Pf Dd2 inh: -6%

What do the screens show for `O=C(Nc1cccc(C(F)(F)F)c1)c1cc(-c2ccc3c(c2)OCCO3)on1`?
Pf Dd2 inh: 13%

How did CC(C)NC(=O)C1CC(=O)N(c2n[nH]c3cc(Br)ccc23)C1 (stereo unspecified) do in these assays?
Pf Dd2 inh: -16%

Results for CCc1nc(C)ccc1OCC(=O)N1CCCn2nc(C(C)O)cc2C1 (stereo unspecified) ?
Pf Dd2 inh: 0%

What do the screens show for `COc1cc(NC(=O)Cn2c(-c3ccccc3)cc(C(C)=O)c2C)cc(OC)c1`?
Pf Dd2 inh: 36%[activator]

Only part of the results is shown; the hit share may differ from the screen's.
